Screens: PubChem BioAssay, National Center for Advancing Translational Sciences (NCATS)
RGS4 inhibitor = blocks human RGS4-accelerated GTP hydrolysis. hit rate 0.039% among 390,000. Transcreener GDP fluorescence polarization, RGS4-accelerated GTP hydrolysis. Potency, µM (series often up to 114 µM), without a hit: at the top dose activity change, negative = inhibition, actives largely listed as inhibitors; further: potency means the concentration at half of the fitted maximal effect; on the % scale 0 is the no-effect control and ±100 the full control effect; nearly all actives have a fitted effect of over 75% in size; some results filed as inactive show a strong effect at the top dose
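MLSMR compounds (23 nl, pin-transferred) preincubated 10 min at room temperature with a 500nM (2x) first reagent, then RGS4 at 900nM (2x) plus Transcreener GDP mix added; fluorescence polarization (620/688 nm) read before and after 90 min at 30 °C.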
D2 antagonist = antagonists of human D2 dopamine receptor | P14416 | HEK293 TREx D2 cells, calcium flux, dopamine EC80 | inhibition, % at 10 µM | hit rate 2% among 340,000 | AID 485344; in the data active means inhibition above about 30%; further: 0% is about no effect
Target sequence (P14416 whole entry, looked up): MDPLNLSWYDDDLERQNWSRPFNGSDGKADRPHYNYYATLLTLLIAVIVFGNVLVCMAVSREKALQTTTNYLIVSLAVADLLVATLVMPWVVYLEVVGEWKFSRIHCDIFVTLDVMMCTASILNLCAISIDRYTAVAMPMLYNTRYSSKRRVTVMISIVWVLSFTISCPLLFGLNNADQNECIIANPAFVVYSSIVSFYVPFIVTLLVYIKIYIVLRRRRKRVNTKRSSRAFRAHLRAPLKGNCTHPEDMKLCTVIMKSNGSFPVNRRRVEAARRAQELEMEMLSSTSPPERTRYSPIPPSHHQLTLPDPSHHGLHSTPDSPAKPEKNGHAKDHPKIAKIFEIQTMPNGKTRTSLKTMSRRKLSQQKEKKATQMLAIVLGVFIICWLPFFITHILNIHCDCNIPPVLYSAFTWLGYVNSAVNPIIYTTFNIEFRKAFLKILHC
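Measurement of antagonist activity uses fluorescent calcium dye in inducible HEK293 T-REx D2 cells: 10 s baseline, compound addition with 180 s read, EC80 dopamine addition with a further 180 s read.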
ERG Ets-DNA blk = inhibitors of human ERG Ets domain-DNA interaction; P11308; fluorescence polarization, His-ERG Ets domain / labelled DNA; Potency, µM (top dose mostly 76.9 µM), inactives show at the top dose FP activity, negative = inhibition, actives largely listed as inhibitors; hit rate 0.028% among 370,000; AID 624246; active means well fitted inhibition curve with a large enough effect in the polarisation, with a control signal flat; inconclusive means small, poorly fitted or top-dose-only effect, or effect the other way, or a change in a side signal; inactive means no such curve, though single readings can be large or run the other way; the % refers to the polarisation;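 further: polarization taken with two DNA probes labelled with fluorescein and Texas red; potency means the concentration at half of the fitted maximal effect; % of control where 0% means no effect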
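His-tagged ERG Ets domain (1 uM in the protein solution; 300mM KCl, 50mM Tris-HCl, 1mM EDTA, 1mM DTT, pH 7.5) received compound, then a probe mix of 5 nM fluorescein-DNA and 100nM Texas-615-DNA. Fluorescence polarization was read for both dyes.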
GRP78 ERSR act = inducers of ER stress response in human glioma cells | U87-MG GRP78 promoter luciferase reporter, 16 h | Potency, µM, for inactives: at the highest dose activation, hits mostly activators | hit rate 0.02% among 420,000 | AID 602332; further: potency means the concentration at half of the fitted maximal effect; series mostly up to about 76 µM; % of control where 0% means no effect; nearly all actives have a fitted effect of over 35% in size
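Stably transfected U87-MG glioma cells carrying a GRP78-based luciferase sensor; 16 h compound incubation. Luminescence end-point read 10 min after Bright-Glo addition at room temperature.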
Vif-APOBEC3F blk = blocks the Vif interaction with APOBEC3F. HeLa A3F-eYFP + Vif (tagged APOBEC3F with the HIV-1 protein that degrades it), YFP fluorescence increase. Potency, µM (titrated, usually from 46.1 µM), for the others: at the top dose activity, negative = active. hit rate 0.2% among 390,000. AID 602313; further: potency means the concentration at half of the fitted maximal effect; % of control where 0% means no effect; nearly all actives have a fitted effect of over 65% in size
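Fluorescence increase (Ex 488/Em 500-530) after overnight compound treatment at 37 deg C flags inhibition of Vif-driven A3F-eYFP loss in stable HeLa A3F-eYFP/Vif cells seeded overnight beforehand.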
D2 ag = activates the human D2 dopamine receptor; HEK293 T-REx D2 cells, calcium flux agonist mode; activation, % at 2 µM; AID 485358; hit rate 0.53% among 340,000;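 active means activation over 3 SD above normal in the single-dose calcium agonist read, cut at about 30% in these data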; further: 0% is about no effect
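HEK293 Trex D2 cells, tetracycline-induced, o/n 30 C 5% CO2; no-wash Ca dye, RT 30–90 min; 10-cycle baseline, 23 nl cpd added, kinetic Ca read 180 s; agonist hits = positive Ca response.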
Vif-APOBEC3G blk = blocks the Vif interaction with human APOBEC3G. hit rate 0.076% among 410,000. Potency, µM (series often up to 46.1 µM), for the others: top-dose activity, negative = active, most hits filed as inhibitors. HeLa A3G-eYFP + Vif (tagged APOBEC3G with the HIV-1 protein that degrades it), YFP fluorescence, overnight. Q9HC16;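 further: potency means the concentration at half of the fitted maximal effect; on the % scale 0 is the no-effect control and ±100 the full control effect; nearly all actives have a fitted effect of over 60% in size; hits raise eYFP signal because A3G escapes Vif-driven loss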
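Read-out is eYFP fluorescence (Ex 488/Em 500-530) from Vif-expressing HeLa A3G-eYFP cells; more signal means A3G escaped Vif-mediated degradation. Cells plated overnight, compound pinned in, incubated overnight at 37 deg C.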
ALOX12 inh = inhibitors of human 12S-lipoxygenase ALOX12; P18054; purified 12hLO, xylenol orange hydroperoxide absorbance; Potency, µM (titrated, usually from 108 µM), without a hit: at the highest dose activity change, negative = inhibition, hits mostly inhibitors; hit rate 1.1% among 580,000; further: potency means the concentration at half of the fitted maximal effect; on the % scale 0 is the no-effect control and ±100 the full control effect
Target sequence (P18054 whole entry, looked up): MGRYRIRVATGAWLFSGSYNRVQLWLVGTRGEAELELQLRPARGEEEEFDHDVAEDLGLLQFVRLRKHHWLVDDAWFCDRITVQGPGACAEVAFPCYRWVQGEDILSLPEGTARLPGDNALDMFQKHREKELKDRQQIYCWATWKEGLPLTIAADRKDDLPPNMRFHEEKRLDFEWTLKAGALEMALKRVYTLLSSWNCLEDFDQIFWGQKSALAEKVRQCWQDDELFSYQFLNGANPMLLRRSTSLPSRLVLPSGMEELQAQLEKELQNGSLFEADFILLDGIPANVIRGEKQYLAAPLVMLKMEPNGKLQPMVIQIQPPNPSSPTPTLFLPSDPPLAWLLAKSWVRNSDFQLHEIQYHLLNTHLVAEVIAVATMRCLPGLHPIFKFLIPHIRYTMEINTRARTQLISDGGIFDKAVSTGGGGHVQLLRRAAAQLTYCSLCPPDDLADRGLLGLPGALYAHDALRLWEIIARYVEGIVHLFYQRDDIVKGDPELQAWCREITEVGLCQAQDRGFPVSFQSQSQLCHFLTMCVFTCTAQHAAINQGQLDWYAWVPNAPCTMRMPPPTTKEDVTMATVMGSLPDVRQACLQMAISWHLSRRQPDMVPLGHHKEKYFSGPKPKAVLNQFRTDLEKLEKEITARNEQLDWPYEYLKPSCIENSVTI
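Purified human 12hLO at 150 nM in 25 mM Hepes, 0.01% Triton X-100, pH 7.0, preincubated 15 min at room temperature with compound. Reaction started with 40 uM arachidonic acid, 30 min at room temperature. Hydroperoxide measured by Fe-xylenol orange, 573/405 nm absorbance ratio.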
LDHA block = inhibitors of human lactate dehydrogenase A; P00338; hit rate 0.15% among 480,000; purified LDHA, NADH/diaphorase-resazurin fluorescence; active compounds read low; activity change, % (values are at about 110 or 230 µM); in the data active means activity change below about -30%; inconclusive means mostly about -25% to -30%;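 further: plate controls were DMSO wells for no effect and wells without enzyme for full effect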
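Resorufin fluorescence (ex540/em590), read at 0 and 20 min after diaphorase/resazurin addition, reports the NADH left after a 5 min room-temperature reaction of 2 nM human LDH5 with 0.06 mM NADH and 0.2 mM pyruvate.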
* hit, by the source's call; & = joins results of further samples; [ ] = remark or other dose. Unless noted, the call rests on the fitted dose curve; in most records, active means well fitted curve in the direction sought with a large enough effect; inconclusive means small, poorly fitted or top-dose-only effect, or another doubt; inactive means no such curve, though single readings can be large; an effect the other way counts as inactive or inconclusive.

`N#Cc1cc([N+](=O)[O-])ccc1NC(=O)COC(=O)CN1C(=O)C2CCCCC2C1=O` (stereo not given) gave RGS4 inhibitor 34%, ERG Ets-DNA blk 1%, GRP78 ERSR act -5%, Vif-APOBEC3F blk 11%, Vif-APOBEC3G blk 0%, ALOX12 inh -18% and LDHA block -6.
For CC1=C(C(=O)N(C(C)C)C(C)C)CC(CC(=O)NCCCCc2ccccc2)C(=O)N1CCCN1CCCC1=O (stereo not given) the results were GRP78 ERSR act -3%, Vif-APOBEC3G blk -2%, ALOX12 inh 56%[activator] and LDHA block -10.
C(=N/Nc1nc(-c2ccccc2)cc(-c2ccccc2)n1)/c1cccnc1 was read as RGS4 inhibitor -36%, D2 antagonist -4, ERG Ets-DNA blk 1%, GRP78 ERSR act 8%, Vif-APOBEC3F blk -13%, D2 ag -1.5, Vif-APOBEC3G blk -13%, ALOX12 inh 16% and LDHA block -1.
`O=C(Nc1ccc(O)cc1)/C(=C\c1cccs1)NC(=O)c1ccccc1` gave RGS4 inhibitor 17%, D2 antagonist -3, ERG Ets-DNA blk 3%, GRP78 ERSR act -4%, Vif-APOBEC3F blk -11%, D2 ag 0.1, Vif-APOBEC3G blk 2%, ALOX12 inh -17% and LDHA block -5.
Screening CCCOc1ccc(N2C(=O)CC(N(C(=O)c3ccco3)c3ccc(OCCC)cc3)C2=O)cc1 (stereo not given) returned RGS4 inhibitor 30%, D2 antagonist 14, ERG Ets-DNA blk -4%, GRP78 ERSR act -4%, Vif-APOBEC3F blk -1%, D2 ag 0.4, Vif-APOBEC3G blk -7%, ALOX12 inh 12% and LDHA block -7.
Screening Cc1ccc(OCC(=O)N(Cc2ccc(N(C)C)cc2)C2CCS(=O)(=O)C2)cc1C (stereo not given) returned RGS4 inhibitor 33%, D2 antagonist 6, ERG Ets-DNA blk 5%, GRP78 ERSR act -4%, Vif-APOBEC3F blk 7%, D2 ag 0.4, Vif-APOBEC3G blk 2%, ALOX12 inh 0% and LDHA block 6.
CCCn1cc(CN2CCC(n3nccc3NC(=O)c3ccccc3)CC2)c(C)n1 was read as RGS4 inhibitor 14%, D2 antagonist -4, ERG Ets-DNA blk 3%, GRP78 ERSR act -4%, Vif-APOBEC3F blk 0%, D2 ag 1.2, Vif-APOBEC3G blk -1%, ALOX12 inh 0% and LDHA block -1.
`COc1ccc(S(=O)(=O)NC2(C(F)(F)F)NC(=O)N(CCc3ccc(OC)c(OC)c3)C2=O)cc1` (stereo not given) gave RGS4 inhibitor -25%&-21%, D2 antagonist -3, ERG Ets-DNA blk -10%&5%, GRP78 ERSR act -3%&-3%, Vif-APOBEC3F blk 6%&-2%, D2 ag -0.2&0.2, Vif-APOBEC3G blk -4%&-3%, ALOX12 inh 7%&-11% and LDHA block -3&-2.
Screening CN(CC(=O)Nc1ccccc1Cl)CC(=O)N1CCc2ccccc21 returned RGS4 inhibitor inconclusive, D2 antagonist -7, ERG Ets-DNA blk 4%, GRP78 ERSR act -4%, Vif-APOBEC3F blk -5%, D2 ag 0.0, Vif-APOBEC3G blk 1%, ALOX12 inh 87%[activator] and LDHA block -1.
`CC1(C)Cc2c(sc(NC(=O)C(C)(C)C)c2C#N)C(C)(C)N1` gave RGS4 inhibitor -18%, D2 antagonist 8, ERG Ets-DNA blk 2%, GRP78 ERSR act -2%, Vif-APOBEC3F blk 2%, D2 ag -0.3, Vif-APOBEC3G blk 3%, ALOX12 inh 0% and LDHA block -1.
CCN(CC)CCCNC(=O)C1c2ccccc2Oc2ccccc21 was read as RGS4 inhibitor 10%[11.4 µM], D2 antagonist -26, ERG Ets-DNA blk -7%, GRP78 ERSR act -5%, Vif-APOBEC3F blk 0%, D2 ag 0.3, Vif-APOBEC3G blk 1%, ALOX12 inh 5% and LDHA block -6.
For CCOCCCNS(=O)(=O)c1ccccc1 the results were RGS4 inhibitor 0%, D2 antagonist 28, ERG Ets-DNA blk -12%, GRP78 ERSR act -3%, Vif-APOBEC3F blk -3%, D2 ag 1.1, Vif-APOBEC3G blk 1%, ALOX12 inh 0% and LDHA block -1.
Screening O=C(Nc1ccc(SC(F)F)cc1)C1=CC=CN2CCS(=O)(=O)N=C12 returned RGS4 inhibitor 18%, D2 antagonist 13, ERG Ets-DNA blk -8%, GRP78 ERSR act 0%, Vif-APOBEC3F blk -19%, D2 ag 0.0, Vif-APOBEC3G blk 1%, ALOX12 inh 352%[activator] and LDHA block -9.
Screening COc1ccc(CN(C)C(=O)Cc2c[nH]c3ccccc23)cc1 returned RGS4 inhibitor -5%, D2 antagonist 3, ERG Ets-DNA blk -5%, GRP78 ERSR act 1%, Vif-APOBEC3F blk 2%, D2 ag 0.0, Vif-APOBEC3G blk -3%, ALOX12 inh 1% and LDHA block 0.
Screening O=C(COC(=O)Cc1ccc(Br)cc1)NC1CCCCCC1 returned RGS4 inhibitor -15%, D2 antagonist 1, ERG Ets-DNA blk 2%, GRP78 ERSR act 0%, Vif-APOBEC3F blk 4%, D2 ag -0.9, Vif-APOBEC3G blk 0%, ALOX12 inh -21% and LDHA block -4.
CSc1nc2ncnc(N)c2[nH]1 was read as RGS4 inhibitor 12%, D2 antagonist -28, ERG Ets-DNA blk -16%, GRP78 ERSR act -2%, Vif-APOBEC3F blk 4%, D2 ag 0.5, Vif-APOBEC3G blk 4%, ALOX12 inh inconclusive and LDHA block -4.
`CCOC(=O)c1nn(-c2ccccc2)c(-c2ccccc2)c1C(=O)c1ccccc1` gave RGS4 inhibitor -12%, ERG Ets-DNA blk 1%, GRP78 ERSR act -13%, Vif-APOBEC3F blk -11%, Vif-APOBEC3G blk -9%, ALOX12 inh 10% and LDHA block 0.
`O=C(c1ccccc1)N1CCCCC(Sc2nnc3ccccn23)C1=O` (stereo not given) gave RGS4 inhibitor 6%, D2 antagonist -17, ERG Ets-DNA blk -2%, GRP78 ERSR act -6%, Vif-APOBEC3F blk -3%, D2 ag -0.7, Vif-APOBEC3G blk 0%, ALOX12 inh -5%[57.4 µM] and LDHA block -8.
Screening CNC(=S)NNC(=O)Cn1ccc(C)n1 returned RGS4 inhibitor 4%, D2 antagonist 8, ERG Ets-DNA blk -6%, GRP78 ERSR act -1%, Vif-APOBEC3F blk -6%, D2 ag 0.3, Vif-APOBEC3G blk -4%, ALOX12 inh 15% and LDHA block 5.
Screening Cc1ccc(NC(=O)COC(=O)Cn2cnc3c2c(=O)n(C)c(=O)n3C)c(Cl)c1 returned RGS4 inhibitor 0%, D2 antagonist 3, ERG Ets-DNA blk 6%, GRP78 ERSR act 0%, Vif-APOBEC3F blk 10%, D2 ag 4.1, Vif-APOBEC3G blk 0%, ALOX12 inh 289%[activator] and LDHA block -9.
`Cc1cc(NC(=O)c2cccc(S(=O)(=O)N3CCOCC3)c2)no1` gave RGS4 inhibitor -25%, D2 antagonist 10, ERG Ets-DNA blk -2%, GRP78 ERSR act 1%, Vif-APOBEC3F blk 0%, D2 ag 0.1, Vif-APOBEC3G blk -6%, ALOX12 inh 0% and LDHA block -2.
Screening CO/N=C/NC(=O)N1OC[C@@H]2COc3ccc4ccccc4c3[C@@H]21 returned RGS4 inhibitor 24%, D2 antagonist -4, ERG Ets-DNA blk -3%, GRP78 ERSR act -1%, Vif-APOBEC3F blk 9%, D2 ag -0.7, Vif-APOBEC3G blk -2%, ALOX12 inh 0% and LDHA block -1.
COc1cc(CN(C)Cc2cc(=O)oc3cc(C)c(Cl)cc23)ccc1OC(F)F was read as RGS4 inhibitor -23%, D2 antagonist 3, ERG Ets-DNA blk 1%, GRP78 ERSR act -5%, Vif-APOBEC3F blk -13%, D2 ag 1.7, Vif-APOBEC3G blk 0%, ALOX12 inh -13% and LDHA block -4.
For O=C(OCc1cn(Cc2ccccc2)nn1)c1ccccc1 the results were RGS4 inhibitor -11%, D2 antagonist 11, ERG Ets-DNA blk -10%, GRP78 ERSR act 0%, Vif-APOBEC3F blk 9%, D2 ag 0.0, Vif-APOBEC3G blk -8%, ALOX12 inh 4% and LDHA block -2.
O=C(NCc1ccco1)C1CCCN1C(=O)Nc1ccccc1 (stereo not given) was read as RGS4 inhibitor -17%, D2 antagonist -7, ERG Ets-DNA blk -6%, GRP78 ERSR act -4%, Vif-APOBEC3F blk 1%, D2 ag -0.1, Vif-APOBEC3G blk 0%, ALOX12 inh 1% and LDHA block -3.
For CC(CN1CCCC1)OC(=O)c1ccc(F)cc1 (stereo not given) the results were RGS4 inhibitor -2%, D2 antagonist -3, ERG Ets-DNA blk 7%, GRP78 ERSR act -3%, Vif-APOBEC3F blk 6%, D2 ag 0.2, Vif-APOBEC3G blk 0%, ALOX12 inh inconclusive and LDHA block -4.
For O=C(Oc1cc2oc(=O)c3c(c2cc1Cl)CCCC3)c1ccco1 the results were RGS4 inhibitor -20%, D2 antagonist -1, ERG Ets-DNA blk -2%, GRP78 ERSR act 0%, Vif-APOBEC3F blk -12%, D2 ag 0.1, Vif-APOBEC3G blk 2%, ALOX12 inh 6% and LDHA block 4.
For S=c1[nH]nc(C2CCCCC2)n1/N=C/c1cccc(Cl)c1Cl the results were RGS4 inhibitor -28%, D2 antagonist -15, ERG Ets-DNA blk -6%, GRP78 ERSR act -5%, Vif-APOBEC3F blk inconclusive, D2 ag -1.0, Vif-APOBEC3G blk 1%, ALOX12 inh inconclusive and LDHA block -3.
Screening O=C(N/N=C/c1c(F)cccc1Cl)C(=O)N1CCCCCC1 returned RGS4 inhibitor 37%, D2 antagonist 13, ERG Ets-DNA blk 8%, GRP78 ERSR act -1%, Vif-APOBEC3F blk -1%, D2 ag -0.4, Vif-APOBEC3G blk 4%, ALOX12 inh -2% and LDHA block -8.

A portion of the library; the hit share may differ from the screen's.
